# Screens: PubChem, several laboratories
# GDH-TPI inh = GDH-TPI coupling enzyme inhibitors, primary screen, artefact control for M. tuberculosis FBA inhibitor project, biochemical, absorbance, full deck; GDH-TPI coupled enzyme counterscreen, NADH absorbance; inhibition, % at 4.8 µM; hit rate 1.2% among 360,000; in the data active = inhibition above about 30%;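 also: 0% = DMSO wells and 100% = wells lacking the enzyme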
# BoNT-A LC inh2 = BoNT/A light chain protease inhibitors, primary screen, biochemical, flow cytometry, MLPCN library; multiplex microsphere protease substrate cleavage; inhibition, % at 10 µM; hit rate 0.17% among 360,000; AID 588499, 2011; also: plate controls were buffer without enzyme for full effect and enzyme alone for no effect
# Anthrax LF prot = Bacillus anthracis LF protease inhibitors, primary screen, biochemical, multiplex microsphere, MLPCN library; Lethal factor (Bacillus anthracis), P15917; multiplex microsphere protease cleavage assay; inhibition, % at 10 µM; hit rate 0.12% among 360,000; also: plate controls were buffer without enzyme for full effect and enzyme alone for no effect
# Mtb UGM inh = M. tuberculosis UGM enzyme inhibitors, primary screen, biochemical, fluorescence polarization, single point | UDP-galactopyranose mutase (Mycobacterium tuberculosis (strain ATCC 25618 / H37Rv)), … | purified UGM, fluorescence polarization probe displacement | inhibition, % at 10 µM | hit rate 0.06% among 320,000 | AID 504406, 2011; in the data active = inhibition above about 10%, passing the limit was not always enough; inconclusive = no clear call, values can overlap the other calls
# Target sequence (P9WIQ1 whole entry, looked up): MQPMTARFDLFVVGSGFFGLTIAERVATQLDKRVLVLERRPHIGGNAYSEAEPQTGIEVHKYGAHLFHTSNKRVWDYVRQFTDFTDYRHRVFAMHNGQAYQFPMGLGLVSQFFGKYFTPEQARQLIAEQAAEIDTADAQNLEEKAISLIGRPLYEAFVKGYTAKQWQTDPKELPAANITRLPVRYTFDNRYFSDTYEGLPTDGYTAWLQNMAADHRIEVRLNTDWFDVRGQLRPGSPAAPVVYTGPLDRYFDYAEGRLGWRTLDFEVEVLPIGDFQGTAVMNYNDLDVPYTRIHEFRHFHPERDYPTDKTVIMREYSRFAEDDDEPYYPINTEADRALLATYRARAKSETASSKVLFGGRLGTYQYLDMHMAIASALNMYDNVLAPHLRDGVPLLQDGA
# PfHsp40 yeast = rescue of yeast from PfHsp40 toxicity, primary screen, S. cerevisiae, ATP luminescence; hit rate 0.68% among 340,000; growth rescue, % at 12.5 µM; S. cerevisiae expressing PfHsp40, growth rescue; AID 504582, 2011; in the data active = growth rescue above about 28%, passing the limit was not always enough; inconclusive = no clear call, values can overlap the other calls;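 also: yeast W303a lacking pdr1 and pdr3 grown in galactose medium; growth measured after three days at 30 °C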
# BoNT F protease = BoNT/F light chain protease inhibitors, primary screen, biochemical, flow cytometry, MLPCN library. Multiplex microsphere protease cleavage assay. hit rate 0.22% among 360,000. inhibition, % at 10 µM; in the data active = inhibition above about 35%, passing the limit was not always enough; inconclusive = no clear call, values can overlap the other calls; also: plate controls were buffer without enzyme for full effect and enzyme alone for no effect
# Mtb FBA inh = Mtb FBA enzyme inhibitors, primary screen, biochemical, fluorescence, strain H37Rv. Fructose-bisphosphate aldolase (Mycobacterium tuberculosis (strain ATCC 25618 / H37Rv)), …. purified M. tuberculosis FBA, fluorescence read-out. inhibition, % at 1 µM. hit rate 2.3% among 360,000. AID 588726, 2011; in the data active = inhibition above about 27%;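 also: 0% = vehicle and 100% = reference inhibitor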
# Target sequence (P9WQA3 whole entry, looked up): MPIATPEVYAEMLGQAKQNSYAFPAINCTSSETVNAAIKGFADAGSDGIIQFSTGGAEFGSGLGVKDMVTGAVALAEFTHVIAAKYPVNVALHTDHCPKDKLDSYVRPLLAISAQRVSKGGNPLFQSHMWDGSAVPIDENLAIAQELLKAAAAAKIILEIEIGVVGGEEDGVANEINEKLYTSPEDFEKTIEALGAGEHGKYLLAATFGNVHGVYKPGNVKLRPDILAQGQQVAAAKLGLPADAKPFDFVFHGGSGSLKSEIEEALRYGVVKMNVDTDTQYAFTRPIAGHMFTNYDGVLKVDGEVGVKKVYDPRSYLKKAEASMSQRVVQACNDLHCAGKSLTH
# FadD28 binding = inhibitors of FadD28 bisubstrate probe binding, primary screen, biochemical, fluorescence polarization, single point; AID 588549, 2011; inhibition, % at 12.5 µM; Mycobacterium tuberculosis FadD28 fatty-acid-AMP ligase; hit rate 0.22% among 360,000; in the data active = inhibition above about 8.5%, passing the limit was not always enough; inconclusive = no clear call, values can overlap the other calls
# BioA inh = M. tuberculosis BioA enzyme inhibitors, primary screen, biochemical, plate reader, single point, HTS; inhibition, % at 9.99 µM; purified M. tuberculosis BioA enzyme; hit rate 0.096% among 360,000; in the data active = inhibition above about 40%; inconclusive = no clear call, values can overlap the other calls
# * marks the source's active call; other numbers are inactive results; ? = inconclusive; . = not tested or not shown; & = joins results of further samples. Rule as the data show it, unless noted: active = inhibition above about 30%; inconclusive = no clear call, values can overlap the other calls; inactive = below that.
# Under each structure – GDH-TPI inh	BioA inh	Mtb FBA inh	BoNT-A LC inh2	FadD28 binding	Anthrax LF prot	Mtb UGM inh	PfHsp40 yeast	BoNT F protease
> CCCN(CCO)CCCc1ccccc1
 : -7	3.9	1	0.3	-0.6	5	-1.0	0.7	2
> CCOc1cc(C(c2c(C)[nH][nH]c2=O)c2c(C)[nH][nH]c2=O)ccc1OS(=O)(=O)c1ccc(C)cc1
 : -6	1.9	1	-0.2	-6.8	-3	0.3	0.7	-9
> CN(CCNC(=O)C1CC(=O)N(c2ccc(F)c(Cl)c2)C1)Cc1ccccc1 (configuration not stated)
 : 9	1.7	3	-1.1	-1.7	3	-2.0	-0.2	-4
> O=C(c1ccc(S(=O)(=O)Cc2cc(F)ccc2F)c([N+](=O)[O-])c1)N1CCCCC1
 : 7	.	1	0.1	-0.6	0	3.4	-1.8	-3
> COc1cccc(OC)c1C(=O)N1CCN(Cc2ccccc2C)CC1
 : -3	-0.2	3	-0.7	-4.5	-1	-2.2	-0.3	3
> COc1ccc(S(=O)(=O)NC2CCCC2)c(OC)c1
 : 6	-0.6	-2	1.6	-1.2	3	-1.8	-0.5	14
> COc1ccc(C(O)(CCN2CCOCC2)c2ccccc2)cc1 (configuration not stated)
 : 0	2.2	3	-1.4	-1.6	4	1.5	-0.9	28
> O=C(/C=C/c1c(Cl)cccc1Cl)NCCc1ccccc1
 : -6	-1.9	-2	1.0	-2.8	-1	0.7	-0.6	2
> CCOC(=O)c1sc(NC(=O)CSc2nnc(-c3ccc(OC)cc3)n2CCOC)nc1C
 : 1	-0.9	-2	1.0	-2.7	-3	-3.3	-0.8	-1
> c1ccc(-n2cc(CNCCc3cscn3)c(-c3ccc4c(c3)OCO4)n2)cc1
 : -5	2.2	13	0.7	-5.1	-2	4.5	-0.1	-7
> CCc1ccc(NC(=O)CSc2nc3ccsc3c(=O)n2CCC(=O)O)cc1
 : -1	0.8	7	-0.5	0.9	3	1.2	-1.7	0
> C[C@@H]1CN([C@@H](C)CO)C(=O)CCCn2nncc2CO[C@H]1CN(C)C(=O)Nc1cccc(Oc2ccccn2)c1
 : 0	0.8&1.0&-0.8	3	-0.9	-0.7	-5	.	.	-6
> O=C(CCc1nc2ccccc2c(=O)[nH]1)Nc1ccc(F)c([N+](=O)[O-])c1
 : 10	.	1	-0.5	0.2	-2	2.1	0.5	-2
> O=[N+]([O-])c1cc(-c2ccc(/C=N/c3nc4ccccn4c3-c3ccco3)o2)ccc1Cl
 : 37*	2.3	-1	0.9	-0.7	-4	-1.1	0.5	-2
> COc1ccc(CNc2ccncc2)c(OC)c1OC
 : 1	-1.0	-1	.	-1.5	.	.	0.5	.
> CCOc1ccccc1NC(=O)COC(=O)CC(NC(N)=O)c1ccc(Cl)cc1 (configuration not stated)
 : -2	.	1	0.3	-0.2	-3	-1.2	0.4	3
> COc1ccc(-c2sc3ccccc3c2C#Cc2cncn2C)cc1
 : -3	0.3	12	0.1	-5.0	6	-0.8	414*	-6
> CC(=O)Cc1nsc(NC(=O)c2ccc(-c3ccc(Cl)cc3Cl)o2)n1
 : -1	0.0	2	0.1	-4.7	-6	1.1	0.0	-1
> Cc1cc(NC(=O)c2ccc(C)c([N+](=O)[O-])c2)no1
 : 2	.	2	-1.5	-1.1	0	0.3	-0.2	-1
> CC(=O)C(C)Oc1ncn(-c2ccccc2)n1 (configuration not stated)
 : 18	0.6	-1	-0.1	0.2	1	0.4	-0.2	-2
> COc1ccc(CNC(=S)Nc2ccc(-c3ccccc3)cc2)cc1
 : 4	-0.6	1	-0.5	-0.4	-4	-1.9	-1.3	-4
> Cc1ccc(CNc2ccccc2C(=O)O)s1
 : 2	0.2	16	.	3.7	.	0.1	3.1	.
> CCN1CCN(C(=O)/C(C#N)=C/c2ccc(OC(F)F)cc2)CC1
 : 5	2.3	-1	-0.3	-1.7	4	-2.9	1.8	-4
> Cc1nn(-c2ccccc2)c(C)c1N
 : -8	0.4	0	-0.9	-2.1	-2	1.0	0.1	-1
> Cc1ccc(NC(=O)Cn2ncc3c([nH]c4ccccc43)c2=O)cc1Cl
 : 4	-0.9	2	-0.1	-3.3	2	0.2	-1.6	5
> COc1ccc(CC(=O)Nc2nc(-c3ccc(F)c(F)c3)cs2)cc1
 : 1	-1.5	-2	1.5	.	0	-1.5	18	8
> COc1nc2c(c(-c3cc(Br)cs3)c1C#N)Cc1ccccc1-2
 : 2	-1.5	1	.	-1.6	.	2.6	-0.1	.
> Cc1cccc(NC(=O)CSCC(=O)NCc2ccco2)c1
 : 4	0.5	1	1.3	-5.1	4	-0.1	0.6	3
> COCCCNC(=O)c1cc(Sc2nnc(C)s2)nc2ccccc12
 : 6	0.3	2	-0.5	-0.1	1	-1.4	-0.6	-5
> O=C1NC(=O)C(CCc2ccncc2)(CCc2ccncc2)C(=O)N1CCc1ccc(F)cc1
 : -5	-0.2	13	0.2	-2.8	0	0.4	1.2	1
> c1ccc(Sc2ccncc2)cc1
 : 5	0.0	-2	-0.6	-1.3	-3	.	.	-4
> COc1ccc(CC(=O)OCC(=O)c2ccc(F)cc2)cc1
 : -6	-0.5	-2	-0.2	-4.5	-1	-0.6	-0.7	4
> c1ccc(-n2nnnc2Sc2n[nH]c(-c3ccncc3)n2)cc1
 : -8	0.0	-3	-3.4	-2.4	-2	2.6	-1.2	-6
> CC(=O)Nc1ccc(S(=O)(=O)NCc2nc(-c3ccccc3C)no2)cc1
 : .	8.7	.	-1.2	0.6	-2	1.8	3.6	-2
> CSCC[C@H](N)C(=O)N1CCC(C(=O)N[C@H](C)C(=O)NC(C)c2ccccc2)CC1 (some centres not stated)
 : 0	-0.9	0	0.1	-2.1	-6	1.3	0.7	-3
> O=C(O)/C=C/C(=O)NNc1ccc([N+](=O)[O-])cc1
 : 2	.	-2	0.2	-2.7	-2	-0.3	1.1	-1
> Cc1ccccc1NC(=S)N(CCN(C)C)C(C)c1ccccn1 (configuration not stated)
 : 1	0.8	1	5.6	0.1	-12	1.3	0.8	7
> CC(=O)Nc1ccc(C=C2C(=O)NC(=O)NC2=O)cc1
 : 6	.	2	0.0	-1.3	-1	.	0.0	-5
> CC(=O)N1CCN(c2ccc(NCc3cccs3)cc2)CC1
 : -3	1.7	-1	0.4	-1.3	-6	-1.4	0.3	-31
> COc1nc(NCC2CCCO2)nc(N2CC3CC(C2)c2cccc(=O)n2C3)n1 (configuration not stated)
 : 2	0.1	1	0.8	-2.2	1	-1.9	-1.0	-2

# Another view of some results above.
SMILES | GDH-TPI inh | BioA inh | Mtb FBA inh | BoNT-A LC inh2 | FadD28 binding | Anthrax LF prot | Mtb UGM inh | PfHsp40 yeast | BoNT F protease
CC(=O)N1CCN(c2ccc(NCc3cccs3)cc2)CC1 | -3 | 1.7 | -1 | 0.4 | -1.3 | -6 | -1.4 | 0.3 | -31
CSCC[C@H](N)C(=O)N1CCC(C(=O)N[C@H](C)C(=O)NC(C)c2ccccc2)CC1 (some centres not stated) | 0 | -0.9 | 0 | 0.1 | -2.1 | -6 | 1.3 | 0.7 | -3
COc1nc(NCC2CCCO2)nc(N2CC3CC(C2)c2cccc(=O)n2C3)n1 (configuration not stated) | 2 | 0.1 | 1 | 0.8 | -2.2 | 1 | -1.9 | -1.0 | -2

# (cont.)
# Under each structure – GDH-TPI inh	BioA inh	Mtb FBA inh	BoNT-A LC inh2	FadD28 binding	Anthrax LF prot	Mtb UGM inh	PfHsp40 yeast	BoNT F protease
> CC(=O)N1c2ccc(S(=O)(=O)N3CCC(C(=O)NCCc4ccc(Cl)cc4)CC3)cc2CC1C (configuration not stated)
 : -4	2.4	-3	-0.4	-4.6	2	-0.8	-1.0	-4
> Cc1nc(/C(N)=N/OC(=O)c2cccc(Cl)c2)c(C(F)(F)F)o1
 : 0	-2.4	-1	0.0	-1.4	-5	-1.2	2.6	7
> COc1cc(/C=C2\SC(=O)NC2=O)ccc1Oc1cnccn1
 : 36*	.	-2	0.0	-2.2	-3	-4.1	-1.9	-4
> CCN(CC)C(=O)c1c(-c2ccccc2)oc2ccc(OC)cc12
 : -4	.	0	-0.5	-4.5	-2	-0.2	0.3	0
> CCOC(=O)N1CCN(C(=O)c2ccc3c(=O)n(Cc4ccccc4OC)c(=S)[nH]c3c2)CC1
 : 28	-0.1	-4	-0.3	-0.7	-3	3.5	29*	0
> COCCn1c(C)cc(C(=O)CN2C(=O)NC3(CCCCCC3)C2=O)c1C
 : 3	-0.4	1	-0.2	-1.6	5	1.0	-0.1	-2
> Cn1c(COc2ccc([N+](=O)[O-])cc2)nnc1SCC(=O)NCC1CCCO1 (configuration not stated)
 : -1	1.7	-1	-4.8	0.0	4	-1.6	1.0	-4
> Cc1cc(S(=O)(=O)N2CCN(CC(=O)NCCc3cccs3)CC2)ccc1Br
 : 16	-5.7	3	-0.3	-0.9	-10	-2.6	0.1	-6
> C=CCn1c(-c2cc(OC)c(OC)c(OC)c2)n[nH]c1=S
 : 2	.	-2	0.6	-3.5	0	0.4	-1.1	-9
> CC1CN(C(=O)CCNC(=O)c2ccc(Br)cc2)CC(C)O1 (configuration not stated)
 : -4	.	-1	1.2	-3.0	-3	-0.2	0.4	2
> NS(=O)(=O)c1cc(C(=O)Nc2ccc3c(c2)CCC3)ccc1Cl
 : -3	2.1	-1	0.0	-1.5	-3	1.0	-0.1	-4
> CCOC(=O)c1ccc(CNS(=O)(=O)c2c(C)ccc3nsnc23)o1
 : -5	-0.5	-3	0.0	-3.6	-1	4.4	-0.4	-7
> CCOC(=O)c1ccc(NC(=O)N2C[C@@H]3C[C@@H](C2)c2cccc(=O)n2C3)cc1
 : -10	0.5	3	0.6	1.7	-3	2.2	-0.8	6
> CC(C)C[C@H](NC(=O)C1CC(=O)N(c2ccc3c(c2)OCO3)C1)C(=O)NCc1ccco1 (some centres not stated)
 : -2	2.3	2	0.7	-1.9	1	0.5	-1.7	2
> CC(C)C[C@H](NC(=O)c1nc[nH]c1C(=O)N[C@@H](CCCCNC(=O)OC(C)(C)C)C(=O)OC(C)(C)C)C(=O)OC(C)(C)C
 : 4	-0.3	0	0.0	-1.8	-8	1.3	3.7	-1
> Nc1ccn(C2CCCO2)c(=O)n1 (configuration not stated)
 : 6	-0.9	3	0.2	-1.0	-4	.	-1.3	1
> O=C(OCC(=O)N1CCN(c2ccccc2)CC1)c1cccc(Cl)c1
 : -5	2.4	3	?	0.7	-5	1.3	0.1	-4
> CCCS(=O)(=O)N1CCCC(C(=O)N2CCN(c3ccccn3)CC2)C1 (configuration not stated)
 : -2	0.1	9	0.4	0.3	-3	-0.7	2.2	0
> CC(=O)Nc1cc(C(=O)N2CCc3ccccc3C2)ccc1Sc1ccc(F)cc1
 : -9	3.5	1	-1.4	-0.7	-2	1.6	-1.3	-8
> O=C(NNC(=O)C12CC3CC(CC(O)(C3)C1)C2)c1csc(N2CCOCC2)n1
 : -5	-0.5	1	0.8	-3.9	-1	-1.3	-1.3	-3

# Three of these compounds, reformatted.
mol,GDH-TPI inh,BioA inh,Mtb FBA inh,BoNT-A LC inh2,FadD28 binding,Anthrax LF prot,Mtb UGM inh,PfHsp40 yeast,BoNT F protease
CCOC(=O)c1ccc(CNS(=O)(=O)c2c(C)ccc3nsnc23)o1,-5,-0.5,-3,0.0,-3.6,-1,4.4,-0.4,-7
CCOC(=O)c1ccc(NC(=O)N2C[C@@H]3C[C@@H](C2)c2cccc(=O)n2C3)cc1,-10,0.5,3,0.6,1.7,-3,2.2,-0.8,6
CC(C)C[C@H](NC(=O)C1CC(=O)N(c2ccc3c(c2)OCO3)C1)C(=O)NCc1ccco1 (some centres not stated),-2,2.3,2,0.7,-1.9,1,0.5,-1.7,2

# This is a random part of the collection. Share with any hit: about 4.7%.
